High-throughput results: PubChem BioAssay, National Center for Advancing Translational Sciences (NCATS)
12-LOX inh: blocks human arachidonate 12S-lipoxygenase. P18054. purified 12hLO, xylenol orange hydroperoxide absorbance. Potency, µM (titrated, usually from 108 µM), for inactives: top-dose activity change, negative = inhibition, actives largely listed as inhibitors. 580,000 compounds, 1.1% hits. AID 1671190; active = well fitted inhibition curve with a large enough effect; inconclusive = small, poorly fitted or top-dose-only effect, or another doubt; inactive = no such curve, though single readings can be large or run the other way
Target sequence (P18054 whole entry, looked up): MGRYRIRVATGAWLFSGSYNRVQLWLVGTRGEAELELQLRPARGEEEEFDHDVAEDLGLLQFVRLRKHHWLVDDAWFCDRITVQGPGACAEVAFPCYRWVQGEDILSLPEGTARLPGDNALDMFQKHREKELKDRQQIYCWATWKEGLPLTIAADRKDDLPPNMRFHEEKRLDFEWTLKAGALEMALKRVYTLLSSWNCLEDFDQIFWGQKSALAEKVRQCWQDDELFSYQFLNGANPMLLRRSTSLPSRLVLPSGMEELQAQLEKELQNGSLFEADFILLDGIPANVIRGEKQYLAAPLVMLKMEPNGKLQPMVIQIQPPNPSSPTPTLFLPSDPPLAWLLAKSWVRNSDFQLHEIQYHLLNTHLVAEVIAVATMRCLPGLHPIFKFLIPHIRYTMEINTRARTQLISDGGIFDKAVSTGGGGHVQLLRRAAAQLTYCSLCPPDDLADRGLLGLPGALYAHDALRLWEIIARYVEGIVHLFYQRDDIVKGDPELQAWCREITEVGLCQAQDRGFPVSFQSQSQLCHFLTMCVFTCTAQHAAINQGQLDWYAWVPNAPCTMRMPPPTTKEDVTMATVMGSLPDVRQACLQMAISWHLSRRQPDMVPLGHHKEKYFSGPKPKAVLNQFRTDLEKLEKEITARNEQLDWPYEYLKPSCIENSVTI
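Purified human 12hLO (150 nM final) in 25 mM Hepes, 0.01% Triton X-100, pH 7.0 was preincubated 15 min at room temperature with compound. Then 40 uM arachidonic acid was added, 30 min. Hydroperoxide was read by Fe-XO absorbance ratio 573/405 nm.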
* = called active by the depositor; ? = inconclusive; & = joins results of further samples; [ ] = remark or other dose. % is set by controls: 0 for no effect and ±100 for the full control effect; potency is the fitted concentration of half-maximal effect. Only part of the results is shown (hit frequency here may not be typical).

12-LOX inh,structure
6%,CN(C(=O)c1cc2ccccc2oc1=O)C1CCCN(CCCc2ccccc2)C1 (configuration not stated)
42%[activator],COc1cccc(CNC(=O)C2c3ccccc3CC(=O)N2C(C)C)c1 (configuration not stated)
0%[176 µM],CCCNC(=O)[C@@H]1Cc2cn(Cc3ccncc3)c3cccc(c23)[C@H](CC(C)C)N1
?,Cc1ccc(C(=O)N2CCCC3(C2)C(=NC2CCCC2)NC(=O)N3c2cc(F)cc(F)c2)cc1 (configuration not stated)
13%,O=C(c1ccoc1)N1CC[C@@H]2[C@@H](CCC(=O)N2CCc2cnc[nH]2)C1
10%,Cc1cnn(CC(=O)N2C[C@@H](COc3ccccc3)[C@H](C(N)=O)C2)c1
10%,CNc1ncc(CN(C)c2cc(C3CC(N)C3)nc(COC)n2)cn1 (configuration not stated)
12%[176 µM],CN1C[C@H](NC2CCC2)CCC[C@@H](C(=O)NC2CC2)CC1=O
-34%,O=C(CSC1CCc2ccccc21)NN=Cc1ccco1 (configuration not stated)
15%,COc1ccc(C(CC(=O)N2CCC(Cc3ccccc3)CC2)c2c[nH]c3ccccc23)cc1OC (configuration not stated)
24%,COc1ccc(C(=O)N2CCc3ccc(C(=O)NCc4ccc(C)o4)cc32)cc1
18%,O=C1NC2CCCCC2=C1CC(=O)N1CCCCC1 (configuration not stated)
16%[6.33 µM],C[S+](=O)([O-])N1Cc2ccccc2CC2(CCCN2Cc2ccccc2)C1 (configuration not stated)
?,COc1ccc(N2CCN(C(=O)CCc3ccnc(N4CCOCC4)c3)CC2)cc1
1%[6.33 µM],O=C(c1ccc(Cl)cc1)N1CCC(N2CCOC2=O)CC1
?,O=c1c(O[C@@H]2OC([C@H](O)CO)[C@H](O)[C@H]2O)c(-c2ccc(O)c(O)c2)oc2cc(O)cc(O)c12 (some centres not stated)
8%,C[C@H](O)[C@@H]1CN2CCc3ccc(N4CCOCC4)cc3[C@@H]2C[C@@H]1N(C)C(=O)c1ccco1
23%,CCCN(CC1CCOC1)S(=O)(=O)c1cccc(Br)c1 (configuration not stated)
61%[activator],CC(=O)c1ccc(NC(=O)N[C@H]2CO[C@H]3[C@@H]2OC[C@@H]3n2nnnc2Oc2cccc(N(C)C)c2)cc1
24%,CC(C)n1c(C2CCCN(C(=O)c3ccco3)C2)nn(C)c1=O (configuration not stated)
18%,CCOc1ccc(NC(=O)C2CCCN(c3cnn(C)c(=O)c3)C2)cc1 (configuration not stated)
19%,COCCOC1CCN(C(=O)c2cc(F)ccc2F)CC1
48%[activator],N#CCn1nc2n(c1=O)CCN(C(=O)Cc1c[nH]c3ccccc13)CC2
22%,COCC1CN(S(=O)(=O)c2cccs2)CC12CCNCC2 (configuration not stated)
62%[activator],CCS(=O)(=O)N1CCC2(CC1)CN(C(C)=O)CC2COC (configuration not stated)

Exported with tabs: two of the compounds above.
compound	12-LOX inh
CCS(=O)(=O)N1CCC2(CC1)CN(C(C)=O)CC2COC (configuration not stated)	62%[activator]
O=C(c1ccc(Cl)cc1)N1CCC(N2CCOC2=O)CC1	1%[6.33 µM]

15 entries from above, set out differently:
SMILES	12-LOX inh
COc1ccc(C(=O)N2CCc3ccc(C(=O)NCc4ccc(C)o4)cc32)cc1	24%
O=C1NC2CCCCC2=C1CC(=O)N1CCCCC1 (configuration not stated)	18%
C[S+](=O)([O-])N1Cc2ccccc2CC2(CCCN2Cc2ccccc2)C1 (configuration not stated)	16%[6.33 µM]
COc1ccc(N2CCN(C(=O)CCc3ccnc(N4CCOCC4)c3)CC2)cc1	?
O=C(c1ccc(Cl)cc1)N1CCC(N2CCOC2=O)CC1	1%[6.33 µM]
O=c1c(O[C@@H]2OC([C@H](O)CO)[C@H](O)[C@H]2O)c(-c2ccc(O)c(O)c2)oc2cc(O)cc(O)c12 (some centres not stated)	?
C[C@H](O)[C@@H]1CN2CCc3ccc(N4CCOCC4)cc3[C@@H]2C[C@@H]1N(C)C(=O)c1ccco1	8%
CCCN(CC1CCOC1)S(=O)(=O)c1cccc(Br)c1 (configuration not stated)	23%
CC(=O)c1ccc(NC(=O)N[C@H]2CO[C@H]3[C@@H]2OC[C@@H]3n2nnnc2Oc2cccc(N(C)C)c2)cc1	61%[activator]
CC(C)n1c(C2CCCN(C(=O)c3ccco3)C2)nn(C)c1=O (configuration not stated)	24%
CCOc1ccc(NC(=O)C2CCCN(c3cnn(C)c(=O)c3)C2)cc1 (configuration not stated)	18%
COCCOC1CCN(C(=O)c2cc(F)ccc2F)CC1	19%
N#CCn1nc2n(c1=O)CCN(C(=O)Cc1c[nH]c3ccccc13)CC2	48%[activator]
COCC1CN(S(=O)(=O)c2cccs2)CC12CCNCC2 (configuration not stated)	22%
CCS(=O)(=O)N1CCC2(CC1)CN(C(C)=O)CC2COC (configuration not stated)	62%[activator]

Next section
12-LOX inh,structure
17%,COc1ccc(C2Cn3nnc(-c4nc(-c5ccc(Cl)cc5)no4)c3CO2)cc1 (configuration not stated)
9%[6.33 µM],CN1CCC2(Cc3ccccc3CN(C(=O)c3ccc(Cl)cc3)C2)C1 (configuration not stated)
32%,O=C(NCC12CCC=C1N(CC1CC1)C(=O)CC2)c1ccncc1 (configuration not stated)
46%[activator],O=C(c1ccnc(-c2cncnc2)c1)N1CCCC1
6%[176 µM],O=c1c2nc(-c3ccc4c(c3)OCO4)ccc2ncn1Cc1ccccn1
71%[activator],CC(=O)N[C@@H]1CN(Cc2cn[nH]c2-c2ccc(F)cc2)C[C@H]1CO
11%,COCCOCc1nc(C2CCN(C(=O)C3(c4ccccc4)CC3)C2)no1 (configuration not stated)
34%,Cc1ncnc(N2CCC3(CC2)CC(=O)N(CCCc2ccccc2)C3)c1C
6%[6.33 µM],CN(C)CCC(=O)N1Cc2ccccc2CC2(CCCCN2Cc2cccnc2)C1 (configuration not stated)
4%[176 µM],CN1C(=O)CO[C@H]2CCN(Cc3cccc(OC(F)(F)F)c3)CC[C@@H]21
18%,COC(=O)c1ccccc1NC(=O)Cn1c(-c2ccc(F)cc2)nc(C)cc1=O
?,CCC(CC)C(=O)N1CC(C(=O)NCCc2ccncc2)C2(CCOCC2)C1 (configuration not stated)
14%,CSc1cccc(NC(=O)Cn2c(=O)c(-c3noc(C)n3)c3n(c2=O)CCCCC3)c1
?,CS(=O)(=O)c1ccc(N2CCN(CC3(O)CNCCOC3)CC2)c(F)c1 (configuration not stated)
34%[activator][176 µM],Cc1ccc(S(=O)(=O)NC[C@H]2OC[C@@H](NCc3ncc[nH]3)[C@@H]2O)cc1
54%[activator][176 µM],CCNC(=O)c1ccc2c(c1)OCCN(c1cccc(OC(F)(F)F)c1)C2
46%&13%[activator],O=C(c1ccc(Cl)nc1)N1CCC2(C1)C(=O)N(CCc1ccccc1)c1ccccc12 (configuration not stated)
20%[176 µM],Cc1oc(C(O)c2cccc(O)c2)nc1C(=O)Nc1ccc2c(c1)CNC2=O (configuration not stated)
18%,O=C(Nc1ccn2ccnc2n1)c1ccccc1C(F)(F)F
-12%,CCOc1cc(OCC)cc(C(=O)N2CCC[C@@H]2C(=O)N2CCC[C@H]2C(=O)NCc2ccccc2)c1
-2%,CCOc1ccc(NC(=O)c2nnn3cc(C)[nH]c(=O)c23)cc1
?,CC1CN=C(c2cc(Cl)c(N)c(Cl)c2)c2c3ccccc3nn21 (configuration not stated)
22%,CNC(=O)[C@@H]1CN(Cc2ccc3cc[nH]c3c2)C[C@H]1c1nc(C)no1
0%[176 µM],c1ccc(CCN2CCNc3cc(Nc4ccc(N5CCOCC5)cc4)ncc3C2)cc1
-1%[12.5 µM],NCc1ccc(-c2cncnc2)cc1
0%[176 µM],C[C@@H](NC(=O)NC(C)(C)C)c1onc(-c2ccc(F)cc2)c1C(=O)O
-9%,CCn1c(COc2ccc(C)nc2)nnc1C1CC(N)C1 (configuration not stated)
-1%[176 µM],COc1ccccc1C(=O)N1C2CCCC1CC(=O)C2
68%[activator],O=C(Nc1ccc2c(N3CCCC3)ncnc2c1)c1cc(F)ccc1F
1%,CCC(OC)C(=O)N1CCN(c2nc(-c3ccccc3)nc3c2CCC3)CC1 (configuration not stated)
33%[activator],O=C1NCCCCCCN(Cc2ccncc2)[C@@H]2CN(S(=O)(=O)c3cccnc3)CC[C@H]12
-49%[176 µM],COc1ccc(NC(=O)C2(C)CCc3cnc(N4CCOCC4)nc32)cc1 (configuration not stated)
6%,O=C(NCCN1CCOCC1)c1cnn(-c2ncc3c(n2)-c2ccccc2CC3)c1C1CC1
58%[activator],O=C(NCc1cccnc1)[C@@H]1C[C@@H](O)CN1C1CCN(C(=O)c2ccccc2)CC1
4%,CCN1C(=O)CCN(C(=O)NCCc2ccccc2)CC12CCOCC2
1%[6.33 µM],CN(C)CCCC(=O)N1Cc2ccccc2CC2(CCN(CC3CCOCC3)CC2)C1
-4%,O=[N+]([O-])c1cc(S(=O)(=O)NCc2ccco2)ccc1NN=Cc1ccccn1
35%,CCOCc1nc(C2CCCN(C(=O)c3ccnn3C)C2)no1 (configuration not stated)
31%[activator],CN1CCCN(C[C@@H]2CN(C(=O)CCn3cccn3)C[C@@H]2CO)CC1
38%[activator],Cc1ccc(Cl)cc1NC(=O)Cn1c(N2CCCCC2)nc(C)c(C)c1=O
-3%[176 µM],C[S+](=O)([O-])CCn1ncc2cc(OCc3cccc(-c4cncnc4)c3)ccc21
23%,COC1CN(c2ccc(C)cc2)C12CCN(C(=O)Cc1ccccc1)CC2 (configuration not stated)
1%,COc1ccccc1CNC(=O)[C@@H]1CNC[C@H]1COc1cccnc1
24%[176 µM],COCc1ccc2c(c1)c(OC(C)(C)C(=O)NCC(C)C)nn2Cc1cccnc1
-3%,CCOCc1nc(C2CCCN(C(=O)c3ccncc3)C2)no1 (configuration not stated)
26%,CO[C@H]1C(=O)N(C(C)C)[C@H]1C1CCN(Cc2ccc(C)s2)CC1
-5%,CCOC(=O)C1=C(C)N=C2SC=C(CC(=O)N3CCCC3)N2C1c1cc(OC)cc(OC)c1 (configuration not stated)
-28%[12.5 µM],NCc1ccc(-c2cccnc2)cc1
2%[6.33 µM],O=S(=O)(c1ccccc1)c1nnn2c1nc(N1CCOCC1)c1ccccc12
21%,CCOc1ccccc1NC(=O)N1CCC(C(=O)N2CCCCCCNC(=O)CC2)CC1

Further results follow:
12-LOX inh,structure
?,COc1ccc(-c2noc(C(=O)O)c2[C@@H](C)NC(=O)c2cccnc2)cc1
2%,CC(C)(C)C(C)(C)CN=CN1c2ccccc2-n2cccc2C1c1cccc(F)c1 (configuration not stated)
5%,COc1ccc(C(=O)N2CCC(c3n[nH]c(=O)n3Cc3ccc(F)cc3)CC2)c(C)c1
32%,COc1ccc(C(=O)N2CCC[C@H]2c2nc(-c3ccc(OC)c(OC)c3)no2)cc1F
?,O=C(O)CCc1cc2n(n1)CCCN(Cc1cn[nH]c1C(=O)O)C2
-17%[176 µM],COc1ccc(CN2CCc3nc(C(=O)N4CCOCC4)oc3CC2)cc1OC
16%,CC(C)CCN1CC2(CCCN(C(=O)CN3C(=O)CN(C)C3=O)C2)CCC1=O (configuration not stated)
-13%[12.5 µM],O=C(c1c[nH]c2cccnc12)N1CCOCC1
13%,CS(=O)(=O)N1CCC(C2CCN(C(=O)Cc3c[nH]c4ccccc34)C2)CC1 (configuration not stated)
1%[176 µM],CN1CCNc2cc(-c3ccc(N4CCOCC4)cc3)ncc2C1
?,O=[S+]([O-])(Nc1ccccc1)c1ccc2c(c1)OCCN(Cc1cccnc1)C2
24%,COC(=O)[C@@H]1Cc2c([nH]c3ccccc23)[C@H]2C[C@H](NCCCn3ccnc3)C[C@@H](c3ccccc3F)N21
-14%,COc1ccc(S(N)(=O)=O)cc1C(=O)NC1CCOC2(CCOCC2)C1 (configuration not stated)
3%[6.33 µM],COc1cccc(S(=O)(=O)N2CCn3c(nnc3-c3ccncc3)C2)c1
38%[activator],COc1ccc(C2(C(=O)N3CCC4(CC3)CC(N3CCOCC3)CCO4)CC2)cc1 (configuration not stated)
15%,O=C(CCc1nnn2c1CN(C(=O)NCCc1ccccc1)CC2)NC1CC1
?,CO[C@@H]1[C@@H](O)[C@H](O)[C@@H](n2c3c(Cl)cccc3c3c4c(c5c6cccc(Cl)c6[nH]c5c32)C(=O)NC4=O)O[C@@H]1CO
0%,CNC(=O)[C@@H]1CN(S(=O)(=O)c2ccc(Cl)s2)C[C@H]1c1nc(C)no1
25%,O=C(NC1CCN(c2nc3ncccc3o2)CC1)c1cccc(Cl)c1
?,CCc1noc(-c2ccn3c(CNC(=O)C4CCCC4)nnc3c2)n1
7%,CC[C@H]1CN(C(=O)c2ccnc(Cl)c2)CC[C@H]1CC(=O)NCc1cccc2ccccc12
40%[activator],CCOC(=O)C1=CN(CC(=O)Nc2ccccc2C)S(=O)(=O)N=C1C
87%&34%[activator],O=C(c1ccccc1F)N1CCC2(C1)C(=O)N(CCc1ccccc1)c1ccccc12 (configuration not stated)
?,CC(=O)N1CCC(N2C[C@H](O)C[C@H]2c2nc(-c3cccc(C)c3)no2)CC1
4%[176 µM],COCCNC(=O)C[C@@H]1C[C@@H](C(C)C)[C@H](CNC(=O)c2cnccn2)C=C1C
28%[176 µM],COCCN1C(=O)CO[C@H]2CN(C(=O)Nc3ccc(F)cc3)C[C@H]21
52%[activator],Cc1ccc(-c2cc3c(=O)n(CCNC(=O)c4cc(F)ccc4F)ccn3n2)cc1C
-8%,Cc1cnc(C(=O)N2CCCC(c3nnc(Cn4ccnc4)n3C)C2)cn1 (configuration not stated)
60%[activator],c1ccc(-c2noc(-c3ccccc3OC3CNC3)n2)cc1
52%[activator],Cc1ccc(C)c(C(=O)NCc2nnc3cc(-c4nc(C(C)C)no4)ccn23)c1
-2%,COc1ccccc1C(=O)N1CCCC(c2nn(-c3ccc(Cl)cc3)c(=O)[nH]2)C1 (configuration not stated)
